PLC-gamma1 inh: blocks human PLC-gamma1 enzyme activity. AID 720700. 0.84% of 370,000 active. purified PLC-gamma1, fluorogenic substrate, fluorescence. P19174. inhibition, % at 12.2 µM; in the data active = inhibition above about 9.5%
Tn7 DDE FP: inhibitors of Tn7 peptide binding to human fibrin DD(E). P02675. inhibition, % at 8.3 µM. FP displacement of FITC-Tn7 peptide from fibrin DD(E); 0% = median of compound wells per plate. 0.13% of 370,000 active;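 active = inhibition above the mean of compounds falling within the control limits plus 3 SD of them, cut at about 14% in these data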;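 note: 0% = plate median of compound wells and 100% = 10 µM Aha-Tn7 peptide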
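Test system: human clot-derived fibrin DD(E) complex / Quantity: 2 µM final DD(E) protein / Incubation: 10 min plus 3 h, room temperature / Measured by: fluorescence polarization / Benchmarks: high control of 10 µM Aha-Tn7 peptide / Replicates: singlicate testing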
ARFGAP1 inh: inhibits rat ARF GTPase activating protein 1 | Q62848 | AID 651572 | 0.26% of 360,000 active | Arfgap1-stimulated ARF1 GTP hydrolysis, GDP FP detection | inhibition, % at 16.5 µM;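 active = inhibition above a per-plate limit, mean inhibition of low control wells plus 3 SD, cut at about 25% in these data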;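 note: 0% = DMSO wells with enzyme and 100% = wells lacking Arfgap1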
Target sequence (Q62848 1-136 limits assumed): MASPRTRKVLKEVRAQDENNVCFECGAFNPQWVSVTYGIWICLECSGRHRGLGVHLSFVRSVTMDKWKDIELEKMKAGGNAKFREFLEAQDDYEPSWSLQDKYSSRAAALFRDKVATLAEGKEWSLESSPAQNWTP
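Repeats: one replicate per compound; assay system: rat Arfgap1 catalytic domain, aa 1-136; times: enzyme reaction 120 min at 25 °C after 20 min preincubation; detection: FP of antibody-bound GDP Alexa 633 tracer, ex 620/em 688 nm; benchmarks: high control wells lacking Arfgap1, low control full reaction with DMSO; reagent: human ARF1(Δ1-17)-GTP substrate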
ASAP1 GAP inh: ASAP1 ArfGAP inhibition. inhibition, % at 16.5 µM. 0.19% of 360,000 active. Q9ULH1. AID 624377. ASAP1-stimulated ARF1 GTP hydrolysis, GDP FP detection; in the data active = inhibition above about 25%;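 note: 0% = vehicle with enzyme and substrate and 100% = no enzyme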
Rev-erbA mod: modulates human Rev-erb alpha binding to DNA; P20393; Rev-erbα–FITC-DNA binding, fluorescence polarization, 90 min; activity, % at 10 µM; 0.79% of 370,000 active;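 active = activity above about 14%, limit read from the data; passing the limit was not always enough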;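 note: 0% = DMSO wells with 35 nM protein and 100% = DMSO wells with 750 nM protein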
Target sequence (P20393 whole entry, looked up): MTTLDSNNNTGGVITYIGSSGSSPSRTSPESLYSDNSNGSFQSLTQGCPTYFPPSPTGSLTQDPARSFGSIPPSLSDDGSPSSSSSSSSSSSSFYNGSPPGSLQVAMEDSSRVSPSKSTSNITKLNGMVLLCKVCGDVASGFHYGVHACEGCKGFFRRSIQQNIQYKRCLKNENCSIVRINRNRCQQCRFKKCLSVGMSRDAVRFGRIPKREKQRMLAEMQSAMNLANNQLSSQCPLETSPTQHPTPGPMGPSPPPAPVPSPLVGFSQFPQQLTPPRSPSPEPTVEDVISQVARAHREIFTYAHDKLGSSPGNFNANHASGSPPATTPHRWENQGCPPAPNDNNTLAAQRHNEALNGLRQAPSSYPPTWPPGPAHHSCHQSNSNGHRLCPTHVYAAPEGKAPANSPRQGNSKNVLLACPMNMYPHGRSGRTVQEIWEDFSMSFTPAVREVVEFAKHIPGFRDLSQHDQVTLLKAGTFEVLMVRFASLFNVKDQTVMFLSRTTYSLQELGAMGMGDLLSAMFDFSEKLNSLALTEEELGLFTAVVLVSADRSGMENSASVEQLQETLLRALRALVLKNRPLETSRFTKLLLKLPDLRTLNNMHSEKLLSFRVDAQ
proKLK7 act: activators of human kallikrein-7 zymogen | purified proKLK7, EDANS-DABCYL substrate fluorescence; 100% is mature enzyme control, 0% vehicle | activation, % at 7 µM | 0.9% of 370,000 active;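 active = activation above the mean of all tested compounds plus 3 SD, computed per campaign excluding outliers beyond control limits, cut at about 13% in these data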
Target sequence (P49862 whole entry, looked up): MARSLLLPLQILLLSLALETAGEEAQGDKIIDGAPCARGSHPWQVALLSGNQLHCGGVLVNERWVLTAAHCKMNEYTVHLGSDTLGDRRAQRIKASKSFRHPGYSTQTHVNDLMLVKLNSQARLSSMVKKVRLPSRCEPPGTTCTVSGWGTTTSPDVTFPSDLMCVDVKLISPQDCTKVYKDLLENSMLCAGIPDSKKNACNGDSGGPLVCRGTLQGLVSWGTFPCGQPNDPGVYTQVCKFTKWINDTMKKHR
PLC-beta3 inh: blocks human PLC-beta3 enzyme activity. inhibition, % at 12.2 µM. AID 720704. Purified PLC-beta3, fluorogenic substrate, fluorescence. 0.18% of 370,000 active. Q01970; in the data active = inhibition above about 11%;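 note: 0% = median of compound wells on plate and 100% = full blocker control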
Tn6 DDE FP: inhibitors of Tn6 peptide binding to human fibrin DD(E); inhibition, % at 8.3 µM; Fibrin DD(E) TRITC-Tn6 fluorescence polarization displacement; AID 720509; 0.21% of 370,000 active;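 active = inhibition above a per-campaign cutoff: mean of compounds within control limits plus 3 SD, cut at about 15% in these data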;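 note: 0% = median of all compound wells on the plate and 100% = blocking peptide control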
UHRF1 binding: human UHRF1 methylated DNA binding inhibitors; Q96T88; UHRF1 binding to methylated oligo, TR-FRET; inhibition, % at 4.4 µM; 0.75% of 370,000 active; in the data active = inhibition above about 21%;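 note: UHRF1 SRA domain binding a hemimethylated CpG hairpin DNA probe; 0% = median of test compound wells and 100% = reference inhibitor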
sPLA2-III inh: Inhibits HGIII-sPLA2 liposome hydrolysis, primary screen | Q9NZ20 | 0.56% of 370,000 active | inhibition, % at 12.2 µM | QFRET BODIPY PC-A2 liposome hydrolysis, fluorescence;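 active = inhibition above mean plus 3 SD of compounds lying within the high and low control bounds, cut at about 19% in these data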;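 note: 0% = median of test compound wells and 100% = no enzyme DMSO wells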
* = called active by the depositor; i = inactive; / = no result given; & = joins results of further samples.

SMILES	PLC-gamma1 inh	Tn7 DDE FP	ARFGAP1 inh	ASAP1 GAP inh	Rev-erbA mod	proKLK7 act	PLC-beta3 inh	Tn6 DDE FP	UHRF1 binding	sPLA2-III inh
COc1ccc(CN(C)C(=O)c2ccccc2OCc2c(C)noc2C)c(OC)c1	0	-2	-1	1	7	-0.1	-4	9	0	-5
CC(C)Cc1csc(NC(=O)c2ccc(Cl)cc2)c1C(=O)O	-36	7	0	-18	-1	0.2	-39	4	-7	-4
c1ccc(OCCOCCSc2ncccn2)cc1	2	1	4	6	1	-0.4	1	5	-1	5
O=C(NNC(=O)c1ccccc1OCc1ccccc1Cl)c1csc(N2CCOCC2)n1	0	-5	-1	3	5	0.1	-6	1	-1	3
O=C(Nc1cccc(C(F)(F)F)c1)n1cc(-c2ccccn2)c(N2CCOCC2)n1	-1	2	-1	-2	0	-0.2	4	-7	0	1
Cc1ccc(OCCNC(=O)c2ccc(C)cc2)cc1	2	6	-4	-6	-3	-0.3	-1	-3	-2	-1
S=C(Nc1ccccc1Cl)N(CCCN1CCOCC1)Cc1ccccn1	1	4	-8	1	1	0.6	-2	3	0	2
COc1cc(NC(=O)c2ccc(-c3ccnn3C)c3ccoc23)cc(OC)c1OC	-3	0	9	-13	2	-0.1	-8	-5	-1	-4
CC(=O)c1ccc(OC(=O)c2ccc(Br)o2)cc1	0	-4	6	-3	7	0.1	-2	-6	1	-2
CCOc1ccc(CNCCCSc2ncccn2)cc1OC	3	-5	-19	4	3	0.5	0	3	-1	-5
Cc1ccccc1NC(=S)NNC(=O)c1csc2c1CCC(C)C2 (stereo unspecified)	0	-3	3	-14	1	0.6	1	0	-2	11
Nc1[nH]c(N=NC(=O)c2ccccc2)c2ccccc12	-1	0	-7	-7	-2	0.5	3	8	-3	-3
CC(=O)Nc1ccc(S(=O)(=O)NCCC(=O)OCc2ccc([N+](=O)[O-])cc2)cc1	0	-5	-8	-5	-2	0.4	-6	-5	0	-12
CCOc1ccc(-c2ccc(NS(=O)(=O)c3ccc([N+](=O)[O-])cc3)cc2)nn1	3	5	5	2	-1	0.0	-4	-2	3	-26
COc1ccc(CNC(=O)C2CCCN2S(=O)(=O)c2ccc(S(=O)(=O)N(C)C)cc2)cc1 (stereo unspecified)	2	-5	7	9	0	-0.8	4	-6	0	5
COc1ccc2c(CC(=O)Nc3ccccc3OC)coc2c1	0	2	3	3	5	0.5	-2	1	0	-4
CC1=CC(C)=Nc2ccc(C)cc2N1	-4&-7	4&6	9&2	-7&2	0&0	0.5&0.8	-1&-6	-1&-1	1&-3	-7&-2
Fc1ccccc1Nc1nc(N2CCOCC2)nc(N2CCOCC2)n1	2	-9	10	-5	4	-0.5	-1	-4	4	7
O=C(CNS(=O)(=O)c1ccccc1)Nc1ccccc1Br	0	4	-11	-2	-3	-0.4	-5	0	0	2
Cc1ccc(N(Cc2ccc(C(=O)NCCSc3ccccn3)cc2)S(C)(=O)=O)cc1C	2	-5	-4	4	-1	0.0	6	-8	-2	-2
Cc1ccc(S(=O)(=O)NC(=O)COc2ccccc2)cc1	0	-3	2	6	7	0.3	-2	-5	-1	-2
CCOc1ccc(C(C)NC(=O)c2ccccc2F)cc1 (stereo unspecified)	2	-1	-2	4	3	0.3	1	-3	0	4
CN(Cc1ccccc1)C(=O)c1ccccc1C(=O)OCC(=O)N(Cc1ccccc1)C(C)(C)C	0	1	-5	-5	1	0.1	-7	8	-2	0
CC1=NN(C(=O)Cc2ccc([N+](=O)[O-])cc2)C(O)(C(F)(F)C(F)(F)F)C1 (stereo unspecified)	1	-4	8	1	6	-0.2	-7	-8	0	-17
CCc1cc2c(NC3CCCC3)ncnc2s1	-4	3	-4	-7	7	1.0	-14	-1	-1	0

6 compounds drawn at random from those above:
SMILES	PLC-gamma1 inh	Tn7 DDE FP	ARFGAP1 inh	ASAP1 GAP inh	Rev-erbA mod	proKLK7 act	PLC-beta3 inh	Tn6 DDE FP	UHRF1 binding	sPLA2-III inh
COc1cc(NC(=O)c2ccc(-c3ccnn3C)c3ccoc23)cc(OC)c1OC	-3	0	9	-13	2	-0.1	-8	-5	-1	-4
CCOc1ccc(C(C)NC(=O)c2ccccc2F)cc1 (stereo unspecified)	2	-1	-2	4	3	0.3	1	-3	0	4
c1ccc(OCCOCCSc2ncccn2)cc1	2	1	4	6	1	-0.4	1	5	-1	5
COc1ccc(CN(C)C(=O)c2ccccc2OCc2c(C)noc2C)c(OC)c1	0	-2	-1	1	7	-0.1	-4	9	0	-5
COc1ccc(CNC(=O)C2CCCN2S(=O)(=O)c2ccc(S(=O)(=O)N(C)C)cc2)cc1 (stereo unspecified)	2	-5	7	9	0	-0.8	4	-6	0	5
CCOc1ccc(CNCCCSc2ncccn2)cc1OC	3	-5	-19	4	3	0.5	0	3	-1	-5

Next records:
SMILES	PLC-gamma1 inh	Tn7 DDE FP	ARFGAP1 inh	ASAP1 GAP inh	Rev-erbA mod	proKLK7 act	PLC-beta3 inh	Tn6 DDE FP	UHRF1 binding	sPLA2-III inh
O=C1C2C3C=CC(O3)C2C(=O)N1N=Cc1cccc2ccccc12 (stereo unspecified)	0	0	-8	7	-13	0.1	-1	5	-1	3
O=C(CSc1nnc(NC(=O)C2CC2)s1)Nc1ccccc1	1	-2	-1	10	2	-0.4	-5	1	0	1
COc1ccc(Cc2nnc(N/N=C/c3ccccc3O)[nH]c2=O)cc1OC	-2	9	17	11	6	-0.2	-8	-11	-2	9
CCNC(=S)N(CCN(C)C)Cc1cc2cc(OCC)ccc2[nH]c1=O	-41	4	-3	-1	-2	6.8	-81	1	3	1
CCOC(=O)c1nn(-c2ccc(C)c(C)c2)c(=O)c(C#N)c1C	-155	6	0	-1	4	8.7	-197	-4	2	-25
Cc1ccc(C(C)C)c(OCCCN2CC(C)OC(C)C2)c1 (stereo unspecified)	2	4	-4	4	3	-0.2	2	-5	1	6
CC(C)CC1(C)NC(=O)NC1=O (stereo unspecified)	2	2	2	-11	1	0.2	1	-2	0	1
COc1ccc(NC(=O)C2CCN(C(=O)c3cccs3)CC2)cc1OC	-3	2	-2	1	1	-0.9	0	1	2	2
Cc1ccc(N(C(C)C(=O)O)S(=O)(=O)c2cccnc2)cc1 (stereo unspecified)	1	4	3	17	6	-0.3	6	-16	-3	4
CCCCNC(=O)C1(C(=O)C2CC2)CC(C(=O)OCC)=NO1 (stereo unspecified)	-2	5	/	/	-2	0.3	3	-4	1	1
O=C(CSc1cccc2cccnc12)N/N=C/c1ccncc1	-16	3	17	-3	3	-1.7	-22	6	-12	1
CCOC(=O)c1c(-c2cccc([N+](=O)[O-])c2)csc1NC(=O)C1CCCCC1	-1	-9	-4	-11	0	-0.5	-2	-1	2	-8
N=c1sccn1CC(=O)N1N=C(c2ccc(Cl)cc2)CC1c1ccco1 (stereo unspecified)	0	5	2	11	6	0.2	-1	4	0	8
CCN(CC)S(=O)(=O)c1ccc(NC(=O)CCN2C(=O)C3CC=CCC3C2=O)cc1 (stereo unspecified)	4	-2	-16	2	2	0.1	6	7	-2	3
CCC(OC(=O)C1=Cc2ccccc2OC1)C(=O)NC1CCCC1 (stereo unspecified)	-26	-4	2	5	-1	1.4	-28	2	-1	1
C=CCNC(=O)c1onc(CSc2nc3ccccc3[nH]2)c1C(=O)NCC=C	2	-7	4	-11	-7	-0.2	0	0	0	-7
CCOC(=O)C1CCCN(C(=O)/C=C/c2ccccc2[N+](=O)[O-])C1 (stereo unspecified)	2	5	4	-3	0	0.0	4	-1	-6	-4
CCN(CC)C(=O)c1cc(Cl)ccn1	3	-8	12	6	1	-0.1	-3	4	-2	1
Cc1ccc(C)c(OCC(O)CN2CCN(CCN3C(=O)c4cccc5cccc(c45)C3=O)CC2)c1 (stereo unspecified)	-2	2	-6	-5	-5	-0.2	3	0	8	-22
Cc1nc2ccc(NC(=O)C3COc4ccccc4O3)cc2s1 (stereo unspecified)	0	-1	7	-6	1	-0.1	-12	-9	6	16
Cc1ccc(CC2(C)C(=O)Nc3c(Cl)cccc32)cc1 (stereo unspecified)	5	-5	3	3	0	-0.2	0	4	0	1
Cc1cc(=O)oc2c(CN3CCN(C)CC3)c(O)c(Cl)cc12	i	8	6	7	4	58*	i	-1	2	0
N#C/C(=C(\O)CCl)c1nnc2n1CCCCC2	3	0	3	-2	1	0.0	-2	2	1	-1
CN1CCN(C(=O)c2cn(C)c3ccc(S(=O)(=O)N(C)C4CCCCC4)cc3c2=O)CC1	0	1	-12	7	-8	0.5	-5	1	-1	-1
O=C(c1cccs1)N1CCN(S(=O)(=O)Cc2ccccc2)CC1	0	-1	4	-11	-2	0.5	3	4	-3	3

More structures:
SMILES	PLC-gamma1 inh	Tn7 DDE FP	ARFGAP1 inh	ASAP1 GAP inh	Rev-erbA mod	proKLK7 act	PLC-beta3 inh	Tn6 DDE FP	UHRF1 binding	sPLA2-III inh
CCOC(=O)c1cc(-c2ccc(F)cc2)n(CC(=O)NCc2cccnc2)c1C	1	9	-13	5	-3	0.3	-1	4	-4	-5
C[C@H](CO)N1C[C@H](C)[C@@H](CN(C)C(=O)Nc2ccccc2)Oc2c(NC(=O)c3ccncc3)cccc2C1=O	1	7	7	8	2	0.0	-2	-6	0	9
Cn1cc(Br)c(NS(=O)(=O)c2ccc(Cl)s2)n1	0	-2	2	-6	-4	-0.5	-7	-6	1	3
COC(=O)Cc1cc(=O)oc2cc(OC)ccc12	-59	-6	2	-4	-2	-0.1	-89	1	1	-19
CCOC(=O)Cn1c(C)c(Br)c(=O)c2cccc(C)c21	3	-2	-1	1	6	0.7	1	2	-1	-3
CNC(=S)N1N=C(c2ccccc2)CC1c1ccc(Br)cc1 (stereo unspecified)	3	8	-3	9	-2	-0.9	0	3	-2	-3
S=C(Nc1ccccc1)N1CCN(C/C=C/c2ccccc2)CC1	-1	-6	-2	-1	3	-0.1	-6	1	1	1
CCN(Cc1ccccc1)C(=O)C1CCN(C/C(C)=C/c2ccccc2)CC1	4	-8	0	-7	-1	-0.9	-2	-7	19	-4
Cc1c(Cl)cccc1NC(=O)C1CC2CCC1C2 (stereo unspecified)	0	2	-6	5	-7	0.4	-5	4	-2	9
Cc1csc(NC(=O)C2=COCCO2)n1	-3	2	13	-7	-7	-0.2	-10	-2	1	12
O=S1(=O)CC(N2CCCCC2)CN1C1CCCCC1 (stereo unspecified)	3	-6	3	-2	-5	0.3	3	-2	1	-5
COc1ccc(-c2cn3c(C)c(C(=O)NCCN4CCOCC4)sc3n2)cc1	-17	-5	7	-4	-1	-0.4	-26	-3	5	-2
O=C(Nc1cccc(-c2nc3cccnc3s2)c1)c1ccco1	-7	-10	-6	7	-3	-0.3	-5	7	-10	-11
O=C(NCCC1=CCCCC1)C1CCC(CNS(=O)(=O)c2ccccc2)CC1 (stereo unspecified)	2	2	0	-26	-1	0.1	3	-3	-5	-8
O=C(CNS(=O)(=O)c1ccccc1F)N1CCN(c2ccccn2)CC1	0	-3	/	/	-2	0.0	-1	2	-1	5
O=C(O)CCCC(=O)N1CCc2cc(S(=O)(=O)NCc3ccc(F)cc3)ccc21	4	0	1	-11	1	0.3	1	1	-3	-3
Cc1nc2nc[nH]c2cc1Br	2	2	4	7	9	0.2	3	-10	-1	-1
CCOC(=O)CNC(=O)Cc1ccc(OC)cc1	4	-8	-4	-18	-3	-0.1	-4	8	-2	-4
